APJ antagonist: antagonists of human APJ apelin receptor | P35414 | CHO-K1 APJ beta-arrestin complementation, luminescence | inhibition, % at 20 µM | actives 0.32% (n = 330,000) | AID 2521;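 active = inhibition above about 40% at 20 µM, limit read from the data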;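 note: cells challenged with 10 nM apelin-13 agonist together with compound; plate controls were apelin-13 plus DMSO wells for no effect and DMSO wells lacking apelin-13 for full effect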
Target sequence (P35414 whole entry, looked up): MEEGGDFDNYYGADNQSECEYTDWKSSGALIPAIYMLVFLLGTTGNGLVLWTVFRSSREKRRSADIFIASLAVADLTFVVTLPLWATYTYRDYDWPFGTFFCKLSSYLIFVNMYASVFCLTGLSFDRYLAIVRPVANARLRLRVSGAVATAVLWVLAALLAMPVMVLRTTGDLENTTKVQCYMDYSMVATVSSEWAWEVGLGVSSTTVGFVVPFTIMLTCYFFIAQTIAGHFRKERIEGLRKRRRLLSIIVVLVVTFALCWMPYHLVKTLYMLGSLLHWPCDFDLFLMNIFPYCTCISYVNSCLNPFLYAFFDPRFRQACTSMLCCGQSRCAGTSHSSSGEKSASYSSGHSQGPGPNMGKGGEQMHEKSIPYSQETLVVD
TIM10 inh: growth inhibitors of TIM10 yeast strain. S. cerevisiae TIM10 strain growth, BacTiter-Glo luminescence, 24 h. inhibition, % at 10 µM. actives 1.4% (n = 330,000);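 active = inhibition of 40% or more at the single tested concentration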;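 note: wild-type TIM10 isogenic control strain grown at permissive 25 °C; 0% = DMSO yeast wells and 100% = minimal medium wells without yeast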
CXCR6 block: inhibitors of human CXCR6 receptor; O00574; CHO-K1 PathHunter CXCR6 beta-arrestin, luminescence; inhibition, % at 20 µM; actives 0.36% (n = 360,000); in the data active = inhibition above about 34%, passing the limit was not always enough;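 note: antagonist mode with CXCL16 agonist at 10 nM final; 0% = 10 nM CXCL16 with DMSO and 100% = unstimulated wells without agonist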
Target sequence (O00574 whole entry, looked up): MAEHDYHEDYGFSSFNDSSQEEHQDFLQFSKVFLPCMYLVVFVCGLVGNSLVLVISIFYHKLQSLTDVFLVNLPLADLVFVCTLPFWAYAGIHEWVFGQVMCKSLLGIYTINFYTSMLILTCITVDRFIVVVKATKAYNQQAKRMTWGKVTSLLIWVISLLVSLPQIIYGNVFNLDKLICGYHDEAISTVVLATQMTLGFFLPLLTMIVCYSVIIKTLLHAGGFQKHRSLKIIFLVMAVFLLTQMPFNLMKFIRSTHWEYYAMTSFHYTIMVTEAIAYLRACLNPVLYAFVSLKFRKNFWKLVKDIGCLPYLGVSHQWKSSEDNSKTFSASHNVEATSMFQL
Mdm2-MdmX inh: inhibitors of human Mdm2/MdmX interaction; AID 485346; O15151+Q00987; actives 3% (n = 330,000); inhibition, % at 8 µM; SaOS-2 split-luciferase Mdm2/MdmX complementation, luminescence;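 active = inhibition of at least 50% at 8 µM in the primary screen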
CHOP UPR activ: apoptotic UPR (CHOP) activation. CHO-CHOP luciferase reporter, luminescence; percent of tunicamycin response over DMSO baseline. activation, % at 10 µM. actives 0.34% (n = 330,000). AID 449763;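 active = at 10 µM dose, activation of 40% or more, normalized to positive control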;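 note: 100% = tunicamycin at 10 µg/mL and 0% = DMSO alone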
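measured by = luciferase luminescence | assay system = CHO-CHOP cells, stable luciferase reporter of PERK-eIF2a-CHOP signalling | amount = 500 reporter cells seeded per well | timing = 6 h compound exposure at 37 °C after overnight seeding | controls = positive tunicamycin 10 µg/mL, negative DMSO alone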
UPR XBP1 act: adaptive UPR (XBP1) activation. CHO-XBP1 luciferase reporter, IRE1-XBP1 UPR activation, luminescence; percent of tunicamycin response, DMSO as zero. activation, % at 20 µM. actives 0.33% (n = 330,000). AID 463104;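 active = versus positive control, 20 µM dose yields 30% or more activation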;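 note: 100% = tunicamycin at 10 µg/mL and 0% = DMSO only wells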
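Signal: luciferase luminescence; Assay system: CHO-XBP1 luciferase reporter cells; Amount: one thousand reporter cells per well; Dosing: 20 µM single concentration, DMSO 1%; Benchmarks: high control tunicamycin 10 µg/mL final, low control DMSO vehicle only; Schedule: 6 h compound exposure at 37 °C, 5% CO2; Evaluation: percent activation relative to tunicamycin reference.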
tim23-1 inh: tim23-1 yeast growth inhibition | S. cerevisiae tim23-1 growth, BacTiter-Glo luminescence, 24 h | inhibition, % at 20 µM | actives 1.3% (n = 330,000);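 active = growth inhibition of the mutant yeast at or above 50%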;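 note: temperature-sensitive mutant grown at 25 °C; plate controls were DMSO-treated mutant yeast for no effect and medium wells lacking yeast for full effect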
tim10-1 inh: inhibits growth of tim10-1 mutant yeast; S. cerevisiae tim10-1 ts strain growth, BacTiter-Glo, 24 h; inhibition, % at 20 µM; actives 2.2% (n = 330,000); AID 463190;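 active = inhibition of at least 40%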;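 note: mutant grown at 25 °C; 0% = DMSO wells with yeast and 100% = wells holding no yeast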
APJ ag: agonists of human APJ apelin receptor; P35414; CHO-K1 APJ PathHunter beta-arrestin, luminescence; 0% DMSO wells, 100% apelin; activation, % at 20 µM; actives 0.11% (n = 330,000);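 active = activation more than six SD over the plate average, tested at 20 µM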;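 note: 0% = DMSO alone and 100% = apelin-13 at 10 nM; some results filed as inactive read as strong as hits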
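Assay system: engineered CHO-K1 APJ arrestin reporter cells; Amount: 1000 CHO-K1 reporter cells seeded per well; Dosing: one dose, 20 µM compound, 1% DMSO; Times: compound stimulation 90 min at 25 °C, detection 60 min; Measured by: luminescent beta-gal fragment complementation, chemiluminescent substrate; Read-out: APJ–arrestin association signal; Controls: DMSO vs Apelin-13 10 nM.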
* hit, by the source's call; . = no result given. These rows are one share of the data (hit frequency here may not be typical).

SMILES	CXCR6 block	UPR XBP1 act	APJ antagonist	Mdm2-MdmX inh	TIM10 inh	CHOP UPR activ	tim23-1 inh	APJ ag	tim10-1 inh
Oc1c(CN2CCCC2)cc(COCc2ccccc2)c2cccnc12	10	18	1	76*	-6	38	12	-2	15
Cn1c(=O)n(-c2cccc(Cl)c2)c(=O)c2c3c(sc21)COC(C)(C)C3	-9	2	23	-3	11	-1.2	36	0	28
CCOC(=O)C1=C(C)NC2=C(C(=O)CC(C)(C)C2)C1c1cccc(C)n1 (stereo not given)	0	-1	3	7	16	2.2	25	-2	25
COC(=O)c1ccc(Nc2nc(C)cc(C)n2)cc1	5	1	-2	-9	-10	3.2	9	4	17
CC(=O)C(=Nc1ccccc1Cl)NNc1ccc(Cl)cc1	-4	0	-21	0	-18	-0.2	24	2	24
CC(NC(=O)C(=O)N1CCCCC1)C(c1cccs1)N1CCN(C)CC1 (stereo not given)	1	1	-52	8	5	1.6	16	1	17
Cc1ccc2c(c1)NC(=O)[C@@]1(C)[C@@H](c3ccccc3)[C@H]3COc4ccccc4[C@@H]3N1C2=O	8	0	8	-3	-3	2.6	-1	-4	25
COCc1cc(=O)[nH]c(-c2ccccc2OC(F)(F)F)n1	-6	-2	13	17	-1	0.4	-11	2	0
Cc1cc(/C=C(\C#N)C(=O)Nc2ccccc2)c(C)n1-c1ccc(C(=O)O)cc1	-9	-1	1	-5	6	-0.2	13	-5	-1
COc1ccc(CC(=O)N[C@@H]2c3cc(OC)c(OC)cc3C[C@H]2O)cc1	-6	-2	.	3	-8	1.4	19	.	-4
Cn1c(SCC(=O)NCC2CCCO2)nc2c([nH]c3ccccc32)c1=O (stereo not given)	5	-4	17	27	19	1.0	8	-2	21
Cc1ccc2nc(N(CCCN(C)C)C(=O)c3ccc4ncsc4c3)sc2c1	1	2	-35	12	3	3.9	9	-2	-2
CN(C(=S)Nc1ccc(SC(F)F)cc1)c1ccc(O)cc1	-4	-1	-25	12	21	3.2	26	2	27
COc1ccc(CN2CCNC(=O)C2CC(=O)NCCC2=CCCCC2)c(F)c1 (stereo not given)	-1	0	-4	14	26	-0.1	23	-6	21
CCOC(=O)C1(Cc2ccccc2)C(=O)Nc2ccccc21 (stereo not given)	4	-1	-8	12	-11	-2.0	11	-4	-22

Next records
SMILES	CXCR6 block	UPR XBP1 act	APJ antagonist	Mdm2-MdmX inh	TIM10 inh	CHOP UPR activ	tim23-1 inh	APJ ag	tim10-1 inh
CC(C)CN(C(=O)c1nn(C)c(=O)c2ccccc12)c1nc2ccccc2s1	8	0	-14	32	21	2.5	20	-4	3
O=C(CCCc1nc(-c2ccccc2Cl)no1)NCc1cccnc1	-2	-3	-7	2	7	1.0	-6	-1	6
O=C(Cc1ccc(Br)cc1)OCC(=O)c1ccc[nH]1	0	-2	1	5	3	4.6	9	-2	-5
Cc1cc(C)cc(OCc2nc3ncc(Br)cc3[nH]2)c1	-1	3	-14	81*	15	-0.6	-8	-1	7
Cc1ccc(/C=N/n2c(COc3ccccc3)n[nH]c2=S)o1	1	1	14	3	37	-1.4	36	-5	37
CC(C)=CC(=O)OCC(=O)Nc1ccc(SC(F)F)cc1	-5	-2	16	16	3	0.7	23	-2	20
O=[N+]([O-])c1cccc(CSc2nnc(Cc3ccccc3)n2-c2ccc(F)cc2)c1	6	0	9	2	30	-0.7	29	-2	32
S=C(NN=C1CCN(Cc2ccccc2)CC1)NC1CCCCC1	26	0	23	2	6	2.1	22	2	17
Cc1ccc(NS(=O)(=O)c2cc(C(=O)NCCSc3ccc(C)cc3)ccc2C)cc1	8	-4	-8	24	2	1.6	16	1	-24
CCOc1ccc(C(=O)C2CCN(CC(=O)Nc3nccs3)CC2)cc1	8	1	3	3	17	-1.3	20	0	-5
Cc1cc(-n2ccc(=O)[nH]c2=O)nc(-c2ccccc2)n1	-1	-1	-10	24	10	-0.6	-3	-4	8
CN(C)/C=C/C(=O)c1ccccc1F	8	1	-2	-30	9	-1.5	13	-1	3
COc1ccccc1NC(=O)Nc1nc(CC(=O)N2CCN(c3ccccc3F)CC2)cs1	4	-2	3	26	2	2.3	15	6	15
O=C(OCc1cc2ccccc2[nH]c1=O)c1cccnc1	7	-2	-10	-19	-6	0.6	-5	-5	4
Cc1ccc(S(=O)(=O)Nc2nc(C)c(C(=O)N/N=C/c3ccccc3)s2)cc1	5	0	-5	-30	12	-1.7	-20	-5	9

More structures
SMILES	CXCR6 block	UPR XBP1 act	APJ antagonist	Mdm2-MdmX inh	TIM10 inh	CHOP UPR activ	tim23-1 inh	APJ ag	tim10-1 inh
Cc1ccc(NC(=O)CCN2C(=O)c3ccccc3C2=O)cc1C	2	0	4	4	8	0.7	7	0	-12
CN1CCN(Cc2c(C(=O)N/N=C/c3cccc(Br)c3)nnn2-c2nonc2N)CC1	-33	6	4	84*	4	2.4	-11	3	-7
CCOc1ccc(C(=O)N[C@H](C(=O)Nc2ccc(OC)c(S(=O)(=O)N3CCOCC3)c2)C(C)C)cc1	-3	-5	-10	18	13	-0.5	-5	-2	14
COc1ccc(C(CNC(=O)c2c(C)nn(Cc3ccccc3)c2Cl)N2CCOCC2)cc1 (stereo not given)	9	-4	21	17	14	0.3	22	-4	22
O=C(COC(=O)c1ccc(S(=O)(=O)N2CCCCCC2)cc1)NCc1ccc(Cl)cc1	4	2	3	24	4	-1.8	2	-5	7
COC(=O)C1=C(C)N(Cc2ccccc2)C(=O)N[C@H]1CCc1ccccc1	-1	1	-29	3	-2	2.4	4	-2	-3
CCCCOc1ccc(CN2CCC(O)CC2)cc1	2	0	-10	-1	-5	-0.5	19	0	3
CCCCC[C@@H]1C=C(C(=O)O)[C@H](c2ccc(Br)cc2)N1S(=O)(=O)c1ccc(C)cc1	-1	-1	9	11	16	-0.5	30	-4	17
Cc1ccc(NC(=O)N(CCC(=O)O)Cc2ccccc2)cc1	4	-3	1	-9	13	1.6	11	-3	11
COc1ccc(C2/C(=C(/O)c3ccc(C)cc3)C(=O)C(=O)N2c2ccccn2)cc1OC (stereo not given)	8	1	11	-6	-12	0.1	-1	-6	7
O=c1c(Cc2ccc(F)cc2)c(O)ccn1CCCN1CCOCC1	7	1	19	-4	-3	-0.9	0	-4	-3
CCCN1CCN(CCCNC(=O)CN2C(=O)COc3ccccc32)CC1	-1	-3	5	4	-5	-0.7	-7	3	-6
CC[C@@]12C(=O)N(c3cccc(Br)c3)C(=O)N1[C@H](c1ccc(Br)cc1)[C@@H]1C(=O)N(C(C)(C)C)C(=O)[C@@H]12	0	2	-77	6	7	2.6	18	2	2
COc1ccc(-n2c(O)c(/C=N/NS(=O)(=O)c3ccc(C)c([N+](=O)[O-])c3)c3ccccc3c2=O)cc1OC	-5	0	17	-1	11	-1.5	5	-3	9
COc1ccc(C(=O)Nc2cc(-c3ccccc3)nn2-c2ccccc2F)cc1	-5	5	9	-17	0	0.9	38	-4	6

Later entries:
SMILES	CXCR6 block	UPR XBP1 act	APJ antagonist	Mdm2-MdmX inh	TIM10 inh	CHOP UPR activ	tim23-1 inh	APJ ag	tim10-1 inh
O=C(NCCN1CCCCC1)c1ccc2c(c1)OCCO2	3	-4	12	-2	-7	0.3	-1	-5	-11
COc1ccc2c(C)cc(SCC(=O)Nc3c(C)n(C)n(-c4ccccc4)c3=O)nc2c1	-1	-1	14	4	11	-2.4	19	-3	26
COc1ccc(C(=O)NNS(=O)(=O)c2ccccc2)cc1OC	-19	-1	-3	9	2	0.7	-6	-2	-19
COc1cccc(/C=C2\SC(=N)N(c3ccc(F)cc3)C2=O)c1	8	4	-8	-15	3	0.7	1	-2	9
CCO[C@H]1OC(C(=O)N2CCN(Cc3ccc4c(c3)OCO4)CC2)=C[C@@H](C)[C@@H]1CCCO	-5	-3	-22	-31	3	1.5	9	0	5
COc1cccc(CNC(=O)CN2C(=O)CSc3ccc(S(=O)(=O)N4CCCCC4)cc32)c1	0	1	5	6	-6	0.8	-6	-6	8
CCCCCCSc1nsc(N)n1	-7	4	-7	-17	14	2.9	18	7	26
Oc1cccc(/C=N/Nc2ccc(Cl)nn2)c1O	-13	4	-1	69*	31	6.6	24	3	19
COc1ccc(CN(CC(=O)NCc2ccco2)C(=O)CCC(=O)Nc2nccs2)cc1	1	-3	10	3	-4	0.7	9	-4	6
Cc1nc(Cl)sc1C(=O)Nc1ccc(C(F)(F)F)cc1	2	1	-2	17	-19	4.3	-2	2	4
COc1ccc(CC(C(=O)Nc2cccc(F)c2)c2nn[nH]n2)c(OC)c1 (stereo not given)	5	3	12	7	6	0.4	-1	1	9
O=C(CCc1nnc2ccc(NCc3ccco3)nn12)Nc1ccccc1F	2	0	17	23	-4	1.2	-7	-2	8
Cc1cccc(NC(=O)c2ccc3[nH]c(=O)c(=O)[nH]c3c2)n1	-5	-7	-1	4	2	0.2	7	-6	19
CCOc1cc(/C=N\NC(=O)c2ccc(NC(=O)CC)cc2)ccc1OC(=O)c1ccccc1	12	26	3	19	19	57*	-3	11	2
Cc1cc(NC(=O)c2ccc(C)s2)n(-c2ccccc2)n1	-3	-2	14	10	-2	3.5	2	0	18

Random excerpt: 5 entries already listed.
SMILES	CXCR6 block	UPR XBP1 act	APJ antagonist	Mdm2-MdmX inh	TIM10 inh	CHOP UPR activ	tim23-1 inh	APJ ag	tim10-1 inh
CCCCCCSc1nsc(N)n1	-7	4	-7	-17	14	2.9	18	7	26
O=C(NCCN1CCCCC1)c1ccc2c(c1)OCCO2	3	-4	12	-2	-7	0.3	-1	-5	-11
Cc1cc(NC(=O)c2ccc(C)s2)n(-c2ccccc2)n1	-3	-2	14	10	-2	3.5	2	0	18
Oc1cccc(/C=N/Nc2ccc(Cl)nn2)c1O	-13	4	-1	69*	31	6.6	24	3	19
COc1cccc(/C=C2\SC(=N)N(c3ccc(F)cc3)C2=O)c1	8	4	-8	-15	3	0.7	1	-2	9

(list continues)
SMILES	CXCR6 block	UPR XBP1 act	APJ antagonist	Mdm2-MdmX inh	TIM10 inh	CHOP UPR activ	tim23-1 inh	APJ ag	tim10-1 inh
CCSc1ccccc1C(=O)Nc1nncs1	1	-2	7	22	11	-1.3	15	-9	9
O=C(c1ccc(Cl)nc1)N1CCN(S(=O)(=O)c2ccccc2)CC1	-4	3	-1	11	15	0.6	-15	0	5
O=C(NCCCN1CCCC1=O)c1cc(-c2cccnc2)nc2ccc(Cl)cc12	-6	-2	-21	-11	-6	-0.4	-4	-5	10
COc1cccc(N2CCN(CC(=O)NC(=O)NC3CCCCC3)CC2)c1	-9	0	0	26	10	0.6	20	0	11
COc1cc([N+](=O)[O-])ccc1N=Nc1c(N)[nH]n(-c2ccccc2)c1=O	8	1	16	10	8	3.1	-1	-5	2
CCN(CC(=O)NC(C)(C)C)C(=O)c1ccc(Br)cc1	5	-1	5	6	-21	-0.9	3	0	24
O=C(CN(C(=O)Cn1nnc(-c2cccs2)n1)c1ccc2c(c1)OCCO2)NC1CCCCC1	6	-3	17	15	19	0.0	12	-3	21
